# Casp7 inh: qHTS Assay for Allosteric/Competitive Inhibitors of Caspase-7; recombinant caspase-7, Ac-DEVD-AFC fluorescence rate; Potency, µM (doses to about 57.5 µM), for the others: at the top dose activity change, negative = inhibition, most hits filed as inhibitors; hit rate 0.02% among 75,000; AID 889, 2007; active means well fitted inhibition curve with a large enough effect in the main read-out, with a control signal flat, not every such curve was filed as active; inconclusive means small, poorly fitted or top-dose-only effect, or a change in a side signal; further: potency means the concentration at half of the fitted maximal effect; % of control where 0% means no effect
# A350 autofl: qHTS Assay for Spectroscopic Profiling in A350 Spectral Region; Compound autofluorescence, 340/450 nm, Alexa 350 dye-equivalents; active compounds read high; max dye-equivalent concentration, M; hit rate 11% among 59,000; in the data active means max dye-equivalent concentration above about 10 nM; inconclusive means mostly about 1.1 nM to 9.6 nM
# Luciferase inh: qHTS Assay for Inhibitors of Firefly Luciferase | hit rate 2.2% among 72,000 | AID 411, 2009 | purified firefly luciferase, luminescence, 8 min | Potency, µM (highest dose often 57.1 µM), without a hit: top-dose activity change, negative = inhibition, usual class: inhibitors; further: potency means the concentration at half of the fitted maximal effect; on the % scale 0 is the no-effect control and ±100 the full control effect; nearly all actives have a fitted effect of over 40% in size
#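 Inhibition of light generation by firefly luciferase from ATP and luciferin was profiled with concentration-response curves per sample, ATP held at 10 uM within the enzyme's linear range. Plates were read by luminescence after an 8-minute ambient incubation.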
# CRE Fsk mod: Cell signaling CRE-BLA (Fsk stim); hit rate 2.5% among 71,000; CHO CRE-bla reporter (cAMP response element driving beta-lactamase), forskolin EC10, beta-lactamase ratio; Potency, µM (titrated, usually from 38.2 µM), without a hit: at the highest dose activity change, negative = inhibition, hits mostly activators; active means well fitted activation curve with a large enough effect in the signal ratio, with a control signal flat, not every such curve was filed as active; inconclusive means small, poorly fitted or top-dose-only effect, or effect the other way, or a change in a side signal; the % refers to the signal ratio; further: potency means the concentration at half of the fitted maximal effect; % of control where 0% means no effect
#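 CRE-bla CHO reporter cells treated with compound titration plus EC10 NKH 477 (water-soluble forskolin), incubated 3 h at 37 °C; CCF4 loading 2 h at room temperature, 460/530 nm emission ratio read, AC50 values derived for positive or negative modulators.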
# BRCT PPI green: qHTS Assay for Inhibitors of BRCT-Phosphoprotein Interaction (Green Fluorophore); hit rate 0.05% among 75,000; BRCA1 BRCT-phosphopeptide binding, green fluorescence polarization; Potency, µM (top dose mostly 76.9 µM), for the others: at the highest dose activity change, negative = inhibition, most hits filed as inhibitors; Breast cancer type 1 susceptibility protein (Homo sapiens), P38398; AID 875, 2007;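 further: potency means the concentration at half of the fitted maximal effect; plate controls were peptide without protein for full effect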
#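 Compounds were incubated for 12 min at room temperature with a complex of 100 nM fluorescein-tagged pBACH1 decapeptide and 250 nM His-tagged BRCT protein. Buffer was phosphate pH 7.3 with EDTA, DTT and Tween 20. Disruption of binding lowers the polarization signal.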
# ERK AVP inh: qHTS Assay for Inhibitors of the ERK Signaling Pathway using a Homogeneous Screening Assay. HEK293-V1b, vasopressin-stimulated pERK AlphaScreen. Potency, µM (series often up to 57.5 µM), for inactives: top-dose activity, negative = inhibition, actives largely listed as inhibitors. hit rate 0.99% among 72,000. AID 995, 2007; further: potency means the concentration at half of the fitted maximal effect; on the % scale 0 is the no-effect control and ±100 the full control effect; nearly all actives have a fitted effect of over 55% in size
#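 Overnight-seeded V1b-HEK293 cells in 1% FBS got compound, then vasopressin (25 nM final, 5 min, 37C), then lysis buffer. AlphaScreen detection of phospho-ERK; activity normalized to basal and full-stimulation controls.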
# HEK293 cAMP cs: qHTS Assay for Agonists of the Thyroid Stimulating Hormone Receptor: Activators of Intracellular cAMP Concentrations in Parental HEK 293. parental HEK293 CNG cAMP sensor, membrane potential fluorescence. Potency, µM (top dose mostly 57.1 µM), without a hit: at the highest dose activation, hits mostly activators. hit rate 2.5% among 73,000. AID 938, 2007; further: potency means the concentration at half of the fitted maximal effect; % of control where 0% means no effect; nearly all actives have a fitted effect of over 55% in size
#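 Counterscreen for endogenous-receptor signalling: CNG-channel HEK 293 cells report cAMP rise by membrane depolarization. After 60 min dye equilibration with 100 uM RO 20-1724, compounds incubated 30 min before bottom-read fluorescence at 590 nm.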
# Tau fil binding: qHTS Assay for Tau Filament Binding | Microtubule-associated protein tau (Homo sapiens), P10636 | recombinant tau filaments, thioflavin S fluorescence, 15 h; filaments grown with octadecylsulfate alongside compound | Potency, µM (series often up to 57.1 µM), inactives show at the highest dose activity change, negative = inhibition | hit rate 2% among 71,000 | AID 596, 2007;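 further: potency means the concentration at half of the fitted maximal effect; on the % scale 0 is the no-effect control and ±100 the full control effect; actives lower thioflavin S fluorescence by blocking filaments or displacing dye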
# Target sequence (P10636 whole entry, looked up): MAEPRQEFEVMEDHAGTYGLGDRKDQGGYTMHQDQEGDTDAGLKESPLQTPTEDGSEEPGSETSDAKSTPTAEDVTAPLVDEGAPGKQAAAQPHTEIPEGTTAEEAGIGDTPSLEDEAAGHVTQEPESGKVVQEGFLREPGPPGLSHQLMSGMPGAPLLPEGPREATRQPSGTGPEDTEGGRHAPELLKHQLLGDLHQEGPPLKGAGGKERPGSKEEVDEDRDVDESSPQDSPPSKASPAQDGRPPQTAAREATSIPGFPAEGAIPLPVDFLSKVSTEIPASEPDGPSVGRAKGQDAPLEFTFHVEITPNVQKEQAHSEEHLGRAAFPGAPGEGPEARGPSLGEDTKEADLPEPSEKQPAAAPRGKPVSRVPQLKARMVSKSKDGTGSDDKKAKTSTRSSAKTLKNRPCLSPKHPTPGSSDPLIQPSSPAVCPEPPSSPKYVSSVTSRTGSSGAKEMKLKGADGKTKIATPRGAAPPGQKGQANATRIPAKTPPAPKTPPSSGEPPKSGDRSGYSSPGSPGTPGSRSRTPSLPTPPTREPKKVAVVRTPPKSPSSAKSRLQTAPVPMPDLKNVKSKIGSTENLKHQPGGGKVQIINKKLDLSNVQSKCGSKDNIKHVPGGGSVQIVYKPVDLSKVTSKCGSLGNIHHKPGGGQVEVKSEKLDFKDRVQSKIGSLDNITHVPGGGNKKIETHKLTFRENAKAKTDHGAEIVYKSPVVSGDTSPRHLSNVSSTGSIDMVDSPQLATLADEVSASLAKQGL
#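 Read-out: ThS fluorescence, 450 nm excitation/510 nm emission; lower signal marks blocked filament formation or displaced dye. Tau at 1 uM with 30 uM ODS, 10 uM ThS, 5 mM DTT, 100 mM NaCl, 10 mM HEPES pH 7.4; 15 h, 37 C.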
# Caspase-1 inhib: qHTS Assay for Allosteric/Competitive Inhibitors of Caspase-1; hit rate 0.03% among 75,000; Potency, µM (highest dose often 57.5 µM), for inactives: top-dose activity change, negative = inhibition, usual class: inhibitors; P29466; Caspase-1 enzyme, Ac-WEHD-AFC fluorogenic rate;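 further: potency means the concentration at half of the fitted maximal effect; plate controls were vehicle for no effect and no substrate for full effect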
# Target sequence (P29466 120-297 limits assumed): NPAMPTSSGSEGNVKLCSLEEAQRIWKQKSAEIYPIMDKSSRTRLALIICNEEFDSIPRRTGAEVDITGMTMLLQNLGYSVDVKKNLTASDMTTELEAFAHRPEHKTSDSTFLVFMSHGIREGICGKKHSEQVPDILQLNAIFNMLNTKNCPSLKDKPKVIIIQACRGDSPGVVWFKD
# Target sequence (P29466 317-404 limits assumed): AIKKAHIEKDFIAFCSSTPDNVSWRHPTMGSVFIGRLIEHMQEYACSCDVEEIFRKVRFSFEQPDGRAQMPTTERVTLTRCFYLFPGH
# USP2a inhib: qHTS Assay for Inhibitors of Ubiquitin-specific Protease USP2a. AID 927, 2007. hit rate 0.1% among 60,000. USP2a enzymatic assay, qHTS inhibition. Potency, µM (series often up to 38.3 µM), inactives show at the highest dose activity change, negative = inhibition, actives largely listed as inhibitors;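 further: potency means the concentration at half of the fitted maximal effect; nearly all actives have a fitted effect of over 60% in size; plate controls were DMSO for no effect and NEM full inhibition control for full effect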
#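 20 nM USP2 core + cpd, 30 min RT; add 20 nM Ub-PLA2/20 uM NBD C6-HPC; read Ex460/Em535 at 0 h and 2.5 h. Normalized to NEM; qHTS curve fit/classification.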
# BRCT inh red: qHTS Assay for Inhibitors of BRCT-Phosphoprotein Interaction (Red Fluorophore); hit rate 0.03% among 75,000; BRCT-phosphopeptide binding, red fluorescence polarization; AID 892, 2007; Potency, µM (highest dose often 76.9 µM), for the others: at the top dose activity change, negative = inhibition, usual class: inhibitors; further: on the % scale 0 is the no-effect control and ±100 the full control effect
#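 Rhodamine-labelled pBACH1 10-mer (100 nM) bound to BRCT domain (100 nM) at pH 7.3; compounds incubated 12 min room temperature, polarization read. Free peptide defines full inhibition; unlabelled decapeptide titrated as control.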
# Starred values were filed as active, the others as inactive; i = inactive; ? = inconclusive; . = not tested or not shown; [ ] = remark or other dose. Unless noted, the call rests on the fitted dose curve; in most records, active means well fitted curve in the direction sought with a large enough effect; inconclusive means small, poorly fitted or top-dose-only effect, or another doubt; inactive means no such curve, though single readings can be large; an effect the other way counts as inactive or inconclusive.
Compound	CRE Fsk mod	ERK AVP inh	Caspase-1 inhib	A350 autofl	Tau fil binding	BRCT inh red	Casp7 inh	USP2a inhib	BRCT PPI green	Luciferase inh	HEK293 cAMP cs
Cc1cc(C)c2cc(CN(CCN3CCCC3)C(=O)Nc3ccc(F)cc3)c(=O)[nH]c2c1	-7%	0%	-1%	i	71%	-0.5%	-3%	39%[activator]	2.8%	0%	23%
COc1ccc2c(c1)CCc1c(C(=O)NCc3ccco3)noc1-2	13%	34%[activator]	-1%	i	69%	-3.4%	-1%	-9%	-2.8%	?	16%
CCOc1cc(C)c(S(=O)(=O)NC2CCCCC2)cc1C	9%	-11%	-1%	i	10µM*	-0.3%	-2%	3%	-1.5%	5%	30%
COc1ccccc1OCCCCNC(C)(C)C	2%	-5%	0%	.	2%	0.9%	-1%	3%	-0.7%	1%	0%
O=C(CCc1nc2ccccc2[nH]1)N1CCc2ccccc2C1	?	-7%	-1%	.	3%	-0.6%	-1%	.	1.2%	-5%	17%
COC(=O)CCC(=O)COc1ccccc1C#N	-20%	-15%	-1%	i	-17%	-0.3%	-2%	-7%	-4.1%	-1%	3%
CC(C)(C)c1ccc(OCC(O)CS(=O)(=O)c2ccccn2)cc1 (stereo unspecified)	10%	-2%	-4%	.	-2%	-0.1%	-1%	8%	-0.8%	0%	0%
Cc1cc(C(=O)CSc2nc3ccccc3[nH]2)c(C)n1C	?	?	0%	?	4%	-0.8%	-1%	11%	1.4%	16µM*	-1%
Cc1[nH]c(=O)[nH]c(=O)c1CSc1nnc(CCCCCNC(=O)OC(C)(C)C)o1	?	5%	0%	i	2%	2.1%	1%	11%	-1.4%	1%	-10%
O=C1C=C(NCc2ccco2)C2(CCCCC2)O1	1%	-18%	-5%	.	13%	0.2%	-4%	-1%	-1.9%	5%	?
Cc1cc(C(=O)OCC(=O)c2ccc(Br)s2)no1	?	2%	0%	i	?	0.5%	-4%	24%	2.2%	-2%	-4%
CS(=O)(=O)N(CC(=O)NCCC1=CCCCC1)C1CCCCC1	2%	-11%	4%	i	3%	-1.5%	1%	8%	-1.4%	2%	10%
CCOc1ccc(C(=O)NCc2ccncc2)cc1OCC	23%	6%	-3%	.	-2%	0.6%	1%	0%	2.0%	2%	12%
O=C(O)C1C(c2ccccc2)C(C(=O)OCc2ccco2)C1c1ccccc1 (stereo unspecified)	-2%	-22%	-2%	.	-5%	0.3%	-1%	-3%	-2.2%	0%	8%
O=C(Nc1ccc(N2CCN(Cc3ccccc3)CC2)cc1)c1ncn[nH]1	-3%	-24%	-1%	i	-28%	0.0%	1%	31%[activator]	-0.3%	0%	-6%
Cc1ccc(-c2csc3nnc(SCC(=O)N4CCN(Cc5ccccc5)CC4)n23)cc1	12%	15%	-1%	i	20µM*	-0.2%	-3%	23%	0.9%	1%	23%
CC1(C(=O)NC2CCCC2)CCC(=O)N1Cc1ccccc1 (stereo unspecified)	-1%	-2%	0%	i	-7%	-2.0%	0%	6%	-2.0%	2%	5%
O=C(O)CCn1cnc2ccccc2c1=O	?	-10%	2%	i	6%	0.5%	0%	-12%	-1.6%	4%	-13%
CC1CC(C)CN(C(=O)Cn2c(=O)n(CCCCC(=O)NC3CCCC3)c(=O)c3ccccc32)C1 (stereo unspecified)	2%	-1%	2%	i	10%	-2.5%	2%	15%	1.0%	1%	23%
CC(=O)N1CCc2cc(S(=O)(=O)NCCC(=O)NC3CCCc4ccccc43)ccc21 (stereo unspecified)	-27%	55%[activator]	-2%	i	2%	-0.2%	-1%	20%	0.8%	1%	-2%
COc1ccc(NC(=O)C23CCC(C)(C(=O)C2)C3(C)C)cc1 (stereo unspecified)	0%	-7%	-1%	.	-4%	-1.3%	1%	-3%	-1.8%	0%	1%
COc1ccc(NS(=O)(=O)Cc2ccccc2Cl)cn1	-4%	-12%	2%	i	-2%	-1.5%	1%	8%	-0.8%	-1%	?
COCc1cc(C)nc(NC2CCCCC2)c1C#N	18%	10%	-1%	1e-06M*	-10%	-0.7%	-1%	-5%	2.2%	2%	19%
O=C(CSc1nc2ccccc2c(=O)n1CCCC(=O)N1CCCC1)NCc1ccco1	?	1%	-1%	i	-20%	-0.6%	1%	6%	0.2%	3%	-1%
C=CCn1c(=O)/c(=C/c2ccc(C)o2)s/c1=C(/C#N)C(=O)c1ccccc1	-6%	2%	-14%	i	46%	3.4%	-17%	22%	29%	-5%	-16%
C=CCNC(=O)C1CC(=O)N(c2ccc(OCC(=O)Nc3ccccc3)cc2)C1 (stereo unspecified)	0%	-4%	-19%	2.9e-07M*	-10%	0.6%	-22%	4%	-1.7%	0%	2%
O=S(=O)(Nc1ncccc1O)c1ccc(Cl)cc1	-14%	14%	1%	i	-9%	-0.4%	-1%	0%	1.8%	-1%	?
CS(=O)(=O)Nc1ccccc1C(=O)NC1CC2CCC1C2 (stereo unspecified)	6%	2%	3%	?	13%	0.2%	-1%	-6%	-4.6%	1%	2%
Cc1ccc(S(=O)(=O)C(C#N)c2nc3ccccc3nc2N2CCCCC2)cc1 (stereo unspecified)	.	.	-8%	.	.	-0.3%	-13%	.	-0.2%	.	3%
CCCCS(=O)(=O)/C=C\C=C/S(=O)(=O)CCCC	?	3.2µM*	-1%	i	10%	1.2%	-4%	-5%	-0.7%	-14%	6%
O=S(=O)(Nc1nccs1)c1cc(Cl)ccc1Cl	-19%	-9%	-4%	i	-22%	-1.5%	-15%	32%[activator]	0.7%	1%	4%
NCCSc1nc2ccccc2s1	-11%[7.6 µM]	5%[11.5 µM]	1%[11.5 µM]	i	-7%[11.4 µM]	1.4%[15.4 µM]	-1%[11.5 µM]	.	-6.8%[15.4 µM]	0%[11.4 µM]	-4%[11.4 µM]
CCSC1=C(C#N)C(c2ccccc2Cl)CC(=O)N1 (stereo unspecified)	-4%	?	0%	.	-12%	0.0%	4%	-12%	-0.3%	-17%	2%
Cc1occc1C(=O)N1CCN(S(C)(=O)=O)CC1	-1%	?	2%	i	-2%	-0.3%	1%	-2%	0.8%	-4%	9%
CCOC(=O)c1c(N)sc2c(NC(C)=O)cccc12	27%	?	0%	2.4e-08M*	0%	-3.5%	-2%	-6%	-4.5%	-14%	-2%
COC(=O)[C@@H]1C[C@H]2CC[C@H](O)C[C@H]2N1Cc1ccc(C)s1	.	6%	-2%	.	.	1.6%	0%	.	-1.3%	.	.
COc1ccc(CCNc2c(C)c(C)nc3ncnn23)cc1	14%	-5%	1%	i	-12%	1.8%	0%	-4%	-0.8%	-1%	?
CC(c1ccccc1)n1c(NCCCn2ccnc2)nc2c1c(=O)[nH]c(=O)n2C (stereo unspecified)	1%	15%	-2%	i	-3%	1.0%	3%	-8%	0.9%	2%	2%
O=C(NCc1ccco1)C(c1ccccc1)N(CC1CCCO1)C(=O)Cn1nnc2ccccc21 (stereo unspecified)	-6%	-16%	0%	i	3%	0.1%	-1%	5%	-0.7%	0%	4%
CCn1c(C)csc1=NC(=O)c1ccccc1	?	12%	0%	i	-5%	-0.1%	0%	-5%	-2.0%	-20%	2%
O=S(=O)(NCCc1cn2ccccc2n1)c1ccc2c(c1)OCCO2	7%	.	-2%	.	8%	1.3%	1%	.	1.1%	1%	-8%
O=C(Cc1ccc(Br)cc1)N1CCN(c2ccccc2)CC1	6%	4%	2%	i	2%	-0.8%	-2%	3%	-0.2%	0%	6%
COCCn1c(C(=O)N2CCCC2)cc2c1C[C@H]1CN(C(=O)c3ccccc3)[C@@](Cc3ccc(F)cc3)(C(=O)OC)[C@@H]21	-15%	-8%	-1%	.	2%	-1.0%	-2%	.	0.3%	.	13µM*
CC(=O)NCCn1c(SCC(=O)NCCC2=CCCCC2)nc2ccccc2c1=O	?	0%	1%	i	-1%	-0.2%	0%	10%	1.1%	1%	6%
O=C(Nc1cccc(C(F)(F)F)c1)N1CCC(c2nc(-c3ccc(F)cc3)no2)CC1	-18%	-4%	-2%	i	16%	0.8%	-1%	0%	2.6%	1%	12%
